# GLP1R cytotox – cytotoxicity in counter-screen for GLP-1R inverse agonists. HEK293 cAMP-luciferase reporter cells, luminescence, 24 h. Potency, µM (doses to about 38.3 µM), for inactives: at the highest dose activity change, negative = inhibition, hits mostly inhibitors. 0.13% of 410,000 active. AID 624418;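 further: loss of luciferase light is scored as toxicity; potency means the concentration at half of the fitted maximal effect; on the % scale 0 is the no-effect control and ±100 the full control effect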
#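 Compound-treated cells are incubated 24 hr at 37 deg C under 5% CO2 after a 12 hour attachment period, then luciferase detection reagent is added and luminescence is measured following 12 min at room temperature; lowered signal indicates toxicity.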
# PTHR1 agonist – agonists of human PTHR1 parathyroid hormone receptor | Q03431 | HEK293 GP2 PTHR1 cells, GloSensor cAMP luminescence, 1 h | Potency, µM (top dose mostly 115 µM), without a hit: top-dose activation, usual class: activators | 0.075% of 410,000 active | AID 743266; further: potency means the concentration at half of the fitted maximal effect; nearly all actives have a fitted effect of over 55% in size; some results filed as inactive show a strong effect at the top dose; inactives centre near -15; many of its hits are not listed in these tables
#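 HEK-293-derived GP2 cells expressing PTHR1 and a GloSensor cAMP reporter, 3,000/well, plated overnight, given luciferin plus IBMX (each 0.5 mM as added) for 1 h at 37 °C, then compound for 1 h at 37 °C. Luminescence was read after 15 min at room temperature.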
# PLK1 PBD block – PLK1 (human) polo-box domain binding inhibition | P53350 | Plk1 PBD binding of FITC phosphopeptide, fluorescence polarization | 2.8% of 360,000 active | Potency, µM, for inactives: max response, negative = inhibition, actives largely listed as inhibitors | AID 720504; further: potency means the concentration at half of the fitted maximal effect; series mostly up to about 57 µM; on the % scale 0 is the no-effect control and ±100 the full control effect; nearly all actives have a fitted effect of over 65% in size
# Target sequence (P53350 whole entry, looked up, the tested form may be a part): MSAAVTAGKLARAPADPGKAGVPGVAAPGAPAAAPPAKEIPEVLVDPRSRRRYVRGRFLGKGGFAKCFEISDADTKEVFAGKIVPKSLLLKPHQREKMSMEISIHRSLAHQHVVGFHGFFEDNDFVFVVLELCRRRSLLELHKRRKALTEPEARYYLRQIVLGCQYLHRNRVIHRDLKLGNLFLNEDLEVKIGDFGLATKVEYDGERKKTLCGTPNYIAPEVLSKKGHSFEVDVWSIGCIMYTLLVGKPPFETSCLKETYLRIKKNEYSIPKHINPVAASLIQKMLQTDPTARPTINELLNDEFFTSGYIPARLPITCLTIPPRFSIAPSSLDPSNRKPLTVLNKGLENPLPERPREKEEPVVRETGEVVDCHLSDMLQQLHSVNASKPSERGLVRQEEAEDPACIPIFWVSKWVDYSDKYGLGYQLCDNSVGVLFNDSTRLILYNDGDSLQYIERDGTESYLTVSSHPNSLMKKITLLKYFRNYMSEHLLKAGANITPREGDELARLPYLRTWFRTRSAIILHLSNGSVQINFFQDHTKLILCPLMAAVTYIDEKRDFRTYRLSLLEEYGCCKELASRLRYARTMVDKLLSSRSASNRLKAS
# PI5P4Ka inh – blocks human PI5P4K alpha kinase activity; P48426; PI5P4Kalpha enzyme, ADP-Glo luminescence, 60 min; stronger effect = lower value; max response, %; 1.2% of 330,000 active; AID 652105; active means max response of -50% or lower; inconclusive means between -30% and -50%; inactive means -30% or higher; further: value at the top dose of about 77 µM; on the % scale 0 is the no-effect control and ±100 the full control effect
#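 qHTS, 1536-well: enzyme/substrate mix, compound by pin tool, 5 microM ATP final; RT 60 min; ADP-Glo reagents 1 (45 min) then 2 (30 min); luminescence.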
# EPAC1 antagonist – EPAC1 (human) antagonism; O95398; EPAC1 GEF assay, Rap1b-BODIPY-GDP exchange fluorescence; Potency, µM (top dose mostly 115 µM), for the others: at the highest dose activity change, negative = inhibition, actives largely listed as inhibitors; 0.14% of 360,000 active; AID 720709;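 further: potency means the concentration at half of the fitted maximal effect; plate controls were vehicle for no effect and positive control for full effect; nearly all actives have a fitted effect of over 50% in size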
# GLP1R ag – activates the human GLP-1 receptor | P43220 | HEK293 GLP-1R CRE-luciferase, luminescence, 4-6 h; cells express a hypersensitive GLP-1R form | Potency, µM (doses to about 45.6 µM), inactives show top-dose activation, usual class: activators | 0.007% of 380,000 active; further: potency means the concentration at half of the fitted maximal effect; % of control where 0% means no effect
# Target sequence (P43220 whole entry, looked up): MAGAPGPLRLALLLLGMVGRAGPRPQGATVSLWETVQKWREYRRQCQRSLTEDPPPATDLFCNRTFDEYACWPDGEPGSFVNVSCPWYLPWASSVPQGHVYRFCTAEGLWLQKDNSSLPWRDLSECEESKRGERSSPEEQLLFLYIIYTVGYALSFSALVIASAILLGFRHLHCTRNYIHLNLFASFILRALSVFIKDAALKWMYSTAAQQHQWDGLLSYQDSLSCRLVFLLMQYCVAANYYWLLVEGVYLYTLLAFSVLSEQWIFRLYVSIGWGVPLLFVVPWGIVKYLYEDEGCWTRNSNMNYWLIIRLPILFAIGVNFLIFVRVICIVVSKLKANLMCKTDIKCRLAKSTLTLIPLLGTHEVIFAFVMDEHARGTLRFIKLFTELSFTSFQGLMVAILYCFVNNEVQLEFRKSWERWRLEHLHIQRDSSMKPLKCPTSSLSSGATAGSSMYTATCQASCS
# EPAC1 agonist – EPAC1 (human) agonism; EPAC1 agonist qHTS, biochemical assay; response scale: 100% = response to 6.5 mM cAMP; 0.073% of 360,000 active; O95398; Potency, µM (highest dose often 154 µM), for the others: at the highest dose activation, most hits filed as activators; further: potency means the concentration at half of the fitted maximal effect; nearly all actives have a fitted effect of over 60% in size
#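 Fluorescent GDP-exchange assay: 100 nM EPAC1 with 250 nM Rap1B preloaded with BODIPY-GDP and 50 uM GDP; compounds tested as concentration series, 5 min at room temperature, then read every 5 min for 30 min (ex 480/em 540 nm); normalized to 6.5 mM cAMP.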
# GLP-1R inv ag – inverse agonists of human GLP-1 receptor; P43220; HEK293 GLP-1R CRE-luciferase, luminescence, 24 h; GLP-1R form is constitutively active; Potency, µM (top dose mostly 38.3 µM), for the others: top-dose activity change, negative = inhibition, usual class: inhibitors; 1.6% of 410,000 active; further: potency means the concentration at half of the fitted maximal effect; on the % scale 0 is the no-effect control and ±100 the full control effect; nearly all actives have a fitted effect of over 55% in size
#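 Cells are plated, allowed 12 hours at 37 deg C, then treated with compounds for 24 hr before luciferase detection reagent is added and luminescence is read after 12 min at room temperature. The HEK293 line carries constitutively active GLP-1R with a cAMP-responsive reporter.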
# IL-2 act – activators of IL-2. AID 652025. IL-2 activation reporter assay, cell-based qHTS; stimulated with anti-CD3/CD4/CD28 beads; in transgenic mouse T cells. 0.065% of 360,000 active. activation, % (series mostly up to about 46 µM); in the data active means activation above about 50%; inconclusive means mostly about 30% to 49%; further: 0% is about no effect
#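 Readout is EGFP and DsRed signal by fluorescent plate cytometry after 18 h at 37 degrees C. Transgenic mouse T cells (750/well) received compound for 60 min before bead stimulation (anti-CD3, anti-CD4, anti-CD28); memory T cells served as non-tolerant control.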
# Numbers without * were called inactive; i = inactive; ? = inconclusive; / = not tested or not shown; [ ] = another dose, or the depositor's remark. Unless noted, the call rests on the fitted dose curve; in most records, active means well fitted curve in the direction sought with a large enough effect; inconclusive means small, poorly fitted or top-dose-only effect, or another doubt; inactive means no such curve, though single readings can be large; an effect the other way counts as inactive or inconclusive.
SMILES,GLP1R cytotox,PTHR1 agonist,PLK1 PBD block,PI5P4Ka inh,EPAC1 antagonist,GLP1R ag,EPAC1 agonist,GLP-1R inv ag,IL-2 act
C[C@@H]1CCCCO[C@H](CN(C)C(=O)Nc2cccc3ccccc23)[C@@H](C)CN([C@H](C)CO)C(=O)c2cc(NC(=O)c3ccccc3)ccc2O1,-4%,-20%,-2%,-1,-3%,5%,-12%,-8%,-3.0
Cc1ccc(C)n1NC(=O)c1ccccc1O,4%,i,-7%,?,2%,-9%,-6%,-9%,-1.5
COCCCNC(=S)N1CCN(c2nc(-c3ccccc3)cs2)CC1,-23%,-33%[inhibitor],0%,7,-5%,-4%,4%,3%,-0.3
O=C(Cc1cccc(NC(=O)C2CCCN(C(=O)CCc3ccccc3)C2)c1)Nc1ccc(C(=O)N2CCOCC2)cc1 (stereo not drawn),-13%,-29%,-18%,-4,22%,0%,-15%,1%,0.5
Cc1nc(SCC#N)c2c3c(sc2n1)CCC3,-2%,i,-3%,5,-8%,-1%,-2%,30%,-2.6
Cc1ccc(S(=O)(=O)c2nc(N3CCOCC3)sc2Cl)cc1,-5%,i,-21%,-11,11%,4%,7%,1%,-0.3
CCOC(=O)N/N=C\c1ccc(OC/C=C/c2ccccc2)c(OC)c1,10%,i,1%,3,-27%,-1%,?,?,0.4
CCC(C)n1c(SCC(=O)Nc2cc(C)on2)nc2ccccc2c1=O (stereo not drawn),-25%,i,-9%,-2,0%,0%,5%,?,-1.5
CCC(=O)N1CCc2cc(S(=O)(=O)N3CCc4ccccc43)ccc21,-4%,-87%[inhibitor],1%,3,-3%,5%,-15%,36%[activator],0.3
Cc1sc2ncnc(N3CCN(S(=O)(=O)c4ccc(C(C)(C)C)cc4)CC3)c2c1C,13%,-31%[inhibitor],-9%,0,-9%,-1%,7%,-12%,-0.8
Cc1cccc(C(=O)Oc2ccc(/C=N/NC(=O)c3ccccc3O)cc2)c1,?,-93%[inhibitor],-9%,-7,?,-53%[inhibitor],14%,?,-0.4
CC(C)n1cnc2cc(NCc3nc4ccccc4n3C)ccc21,-1%[1.53 µM],-7%,0%,-5,14%,-12%,8%,?,-0.9
CCN1CCN(C(c2cccc(OC)c2)c2sc3nc(C)nn3c2O)CC1 (stereo not drawn),1%,-25%,6%,-3,2%,-11%,-10%,2%,-0.4
COC(=O)Cc1nc(Nc2ccccc2)sc1C,-9%,-15%,-11%,4,8%,14%,4%,6%,0.3
ClC1=CN(C2=NCCC2)CC1,6%,i,-8%,4,-1%,9%,4%,33%[activator],-0.2
COc1cccc(C(=O)Nc2cccc(-c3nnc(-c4ccco4)o3)c2)c1,?,-28%,-3%,1,-18%,-33%[inhibitor],-24%,?,-1.3
OC(c1ccccc1)c1cccnc1 (stereo not drawn),-2%,i,-9%,3,6%,-12%,2%,5%,1.9
CCOC(=O)c1c(S(=O)(=O)N2CCC(C)CC2)c(C)n(C)c1C,0%,-22%,4%,-17,3%,-1%,-5%,4%,0.3
CCCCn1nc2cc(C(=O)NCc3ccc4c(c3)OCO4)ccc2c1OCC,12%,12%,10%,2,-4%,2%,-9%,46%[activator],0.7
CC(C)(Oc1ccc(Cl)cc1)C(=O)NC1CCN(Cc2ccccc2)CC1,-7%,i,3%,0,2%,6%,5%,8.9µM*,0.4
O=C1CCCC2=C1C(c1ccccc1)CC(=O)N2c1ccc(F)cc1F (stereo not drawn),16%,-23%,-1%,9,-23%,2%,4%,-25%,-4.6
O=C1c2ccccc2C(=O)N1CC1c2ccccc2CCN1C(=O)N1CCOCC1 (stereo not drawn),-5%,-20%[57.5 µM],-1%,-3,-3%,-5%,1%,-12%,1.6
O=C(N/N=C/c1cccc(O)c1)c1ccc(NC(=O)C2CCCCC2)cc1,-5%,-22%,-7%,1,-2%,0%,16%,?,0.0
O=C(c1ccccc1)c1ccccc1N1C(=O)C=CC1=O,?,-37%[inhibitor],3.4µM*,?,-1%,-5%,11%,?,-0.3
COc1ccccc1NS(=O)(=O)c1cc(C(=O)NCC(c2ccc(F)cc2)N2CCOCC2)ccc1C (stereo not drawn),-8%,-41%,-1%,0,1%,7%,1%,-15%,-1.2

# An excerpt from above in order of heavy-atom count, low to high.
SMILES,GLP1R cytotox,PTHR1 agonist,PLK1 PBD block,PI5P4Ka inh,EPAC1 antagonist,GLP1R ag,EPAC1 agonist,GLP-1R inv ag,IL-2 act
ClC1=CN(C2=NCCC2)CC1,6%,i,-8%,4,-1%,9%,4%,33%[activator],-0.2
OC(c1ccccc1)c1cccnc1 (stereo not drawn),-2%,i,-9%,3,6%,-12%,2%,5%,1.9
O=C(c1ccccc1)c1ccccc1N1C(=O)C=CC1=O,?,-37%[inhibitor],3.4µM*,?,-1%,-5%,11%,?,-0.3
CCOC(=O)c1c(S(=O)(=O)N2CCC(C)CC2)c(C)n(C)c1C,0%,-22%,4%,-17,3%,-1%,-5%,4%,0.3
COCCCNC(=S)N1CCN(c2nc(-c3ccccc3)cs2)CC1,-23%,-33%[inhibitor],0%,7,-5%,-4%,4%,3%,-0.3
CCOC(=O)N/N=C\c1ccc(OC/C=C/c2ccccc2)c(OC)c1,10%,i,1%,3,-27%,-1%,?,?,0.4
COc1cccc(C(=O)Nc2cccc(-c3nnc(-c4ccco4)o3)c2)c1,?,-28%,-3%,1,-18%,-33%[inhibitor],-24%,?,-1.3
O=C(Cc1cccc(NC(=O)C2CCCN(C(=O)CCc3ccccc3)C2)c1)Nc1ccc(C(=O)N2CCOCC2)cc1 (stereo not drawn),-13%,-29%,-18%,-4,22%,0%,-15%,1%,0.5

# 2 of the compounds above, tab-delimited:
Compound	GLP1R cytotox	PTHR1 agonist	PLK1 PBD block	PI5P4Ka inh	EPAC1 antagonist	GLP1R ag	EPAC1 agonist	GLP-1R inv ag	IL-2 act
COC(=O)Cc1nc(Nc2ccccc2)sc1C	-9%	-15%	-11%	4	8%	14%	4%	6%	0.3
ClC1=CN(C2=NCCC2)CC1	6%	i	-8%	4	-1%	9%	4%	33%[activator]	-0.2

# The listing continues:
SMILES,GLP1R cytotox,PTHR1 agonist,PLK1 PBD block,PI5P4Ka inh,EPAC1 antagonist,GLP1R ag,EPAC1 agonist,GLP-1R inv ag,IL-2 act
COc1ccc(CNC(=O)c2ccc(Cl)c(S(=O)(=O)N3CCOCC3)c2)cc1OC,-29%,-26%,6%,-15,-1%,16%,0%,0%,-0.8
CC(C)c1ccccc1NC(=O)COC(=O)c1cc([N+](=O)[O-])ccc1N1CCOCC1,-26%,-21%,1%,-11,-17%,15%,3%,0%,1.0
COc1cc(C=O)ccc1OCCOCCOc1ccc(Cl)cc1,7%,-43%[inhibitor],4%,3,-6%,9%,4%,-24%,-0.3
CC(OC(=O)c1cc(=O)c2cc(Cl)ccc2o1)C(=O)N1CCCC1 (stereo not drawn),2%,-1%,-4%,2,-2%,0%,-5%,11%,-1.6
COc1cccc(-c2nn(-c3ccccc3)cc2/C=C\C(=O)c2cccs2)c1,11%,-74%[inhibitor][57.5 µM],3%,0,-3%,0%,1%,-43%,0.4
COc1cccc(C(=O)Nc2nc(SCc3ccc(Cl)cc3)n[nH]2)c1,?,-17%,-4%,20,-8%,3%,-2%,?,8.8
Cc1nn(C2CCS(=O)(=O)C2)c(Cl)c1/C=C/C(=O)OCC(=O)Nc1ccccc1[N+](=O)[O-] (stereo not drawn),5%,-30%,-5%,-3,-3%,26%,1%,11%,-7.0
CC1CCCCN1c1ncnc(N)c1[N+](=O)[O-] (stereo not drawn),-13%,i,-1%,5,-1%,0%,7%,?,0.2
COc1ccc(N(C)S(=O)(=O)c2ccc(Cl)c(C(=O)NCCc3ccc(Cl)cc3)c2)cc1,15%,-67%[inhibitor],-5%,5,-6%,9%,14%,?,-0.8
Cc1ccc(C(=O)N2CC(=O)NC(=O)C2)cc1,-5%,i,-23%,-4,-17%,6%,-3%,18%,-0.1
CCCCN(C(=O)CCC(=O)OCC(=O)NCc1ccccc1)c1c(N)n(CCC)c(=O)[nH]c1=O,2%,-10%,2%,-1,4%,-3%,-8%,16%,0.2
COc1ccccc1NC(=O)COc1ccccc1C(=O)Nc1ccccc1,7%,i,-11%,4,-22%,10%,8%,?,-4.8
CCN(CC)S(=O)(=O)c1ccc(C(=O)NC(C)(C)C)cc1,0%,7%,-2%,10,-9%,3%,0%,-21%,2.0
Cc1nc(Nc2ccccc2Cl)sc1C(=O)Nc1ccccc1,-1%,-11%,-10%,-7,-5%,-3%,7%,?,2.8
CCC(C)(C)NC(=O)C(c1ccccc1)N(Cc1cccs1)C(=O)Cn1nnc2ccccc21 (stereo not drawn),-17%,i,3%,19,12%,0%,-23%,?,-0.3
Cc1ccccc1NC(=O)NNC(=O)c1ccc2ccccc2c1,-8%,-3%,-9%,-14,10%,-3%,-6%,9%,-1.0
CC1(NC(=O)N2CCCCC2)CCS(=O)(=O)C1 (stereo not drawn),5%,-8%,-8%,/,-5%,-9%,7%,4%,-2.5
Cc1nn(C)c(Cl)c1/C=C/C(=O)O,6%[7.66 µM],-20%,-7%,-7,-21%,0%,0%,1%[7.66 µM],0.4
O=C(CCc1nnc(Cc2ccc3c(c2)OCO3)o1)N(CC1CCC1)CC1CCCO1 (stereo not drawn),-1%,-39%[inhibitor],5%,-2,6%,-4%,-5%,-17%,-0.3
CCc1nc(SCC(=O)Nc2nc3c(s2)CCCC3)c2ccccc2n1,-24%,i,-7%,0,9%,13%,-1%,0%,-5.4
Cn1c(CCNC(=O)c2ccco2)nc2cc(NC(=O)c3ccccc3Cl)ccc21,-16%,i,1%,7,7%,9%,-2%,48%[activator],2.7
COc1cccc(NC(=O)N2CCCc3ccccc32)c1,6%,i,3%,-1,22%,0%,-6%,?,-0.4

# Some of the compounds tested (hit frequency here may not be typical).
